KCNK9 block: blocks the human KCNK9 two-pore domain potassium channel | HEK293 KCNK9, FluxOR thallium flux fluorescence; hits give low values | 1.2% of 310,000 active | B-score at 10 µM | Q9NPC2;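 active = ratio B-score over 3 SD below the library mean, with starting fluorescence within 5 SD of its mean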;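 also: negative B-score means less thallium flux so channel inhibition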
Target sequence (Q9NPC2 whole entry, looked up, the tested form may be a part): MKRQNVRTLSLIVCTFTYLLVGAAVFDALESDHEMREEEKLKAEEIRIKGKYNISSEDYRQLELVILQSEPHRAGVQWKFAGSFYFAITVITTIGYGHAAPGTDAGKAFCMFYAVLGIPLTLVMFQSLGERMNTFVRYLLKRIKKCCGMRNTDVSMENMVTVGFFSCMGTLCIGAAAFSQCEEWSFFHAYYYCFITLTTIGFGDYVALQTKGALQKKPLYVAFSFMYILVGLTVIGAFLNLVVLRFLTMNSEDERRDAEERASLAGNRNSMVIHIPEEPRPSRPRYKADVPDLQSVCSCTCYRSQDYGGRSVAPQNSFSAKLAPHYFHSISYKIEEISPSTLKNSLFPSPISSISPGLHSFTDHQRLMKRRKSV
PolyA inh: blocks polyadenylation in yeast reporter cells; calls only at 12 µM; 0.02% of 300,000 active; AID 1875; S. cerevisiae SKY197-pL101 polyadenylation reporter, beta-gal luminescence; efflux-impaired pdr1/pdr3 knockout yeast; score 100 = 6 SD above DMSO;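 active = lowest replicate activity score at least 50, where 100 means six control SD above control mean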;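 also: yeast exposed to compound for 9 h at 30 °C; higher score means more reporter readthrough which indicates perturbed polyadenylation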
Dyrk1A ADPGlo: Dyrk1A (rat) kinase inhibition. Q63470. ADP-Glo luminescence, NFATc1 peptide. inhibition, % at 12.5 µM. 0.43% of 310,000 active; in the data active = inhibition above about 50%;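 also: plate controls were vehicle with enzyme for no effect and no enzyme for full effect; many of its hits are not listed in these tables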
hERG rescue: hERG (human) protection from proarrhythmic block; CHO-hERG, FluxOR thallium flux, dofetilide IC70 present; Q12809; 0.51% of 310,000 active; activation (rescue from dofetilide block), less the hit threshold, % at 10 µM;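 active = activation above the mean of controls blocked by dofetilide plus 5 SD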;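 also: thallium influx through hERG after potassium depolarization seen as dye fluorescence rise; in these data hits start at about 4.7%; inactives centre near -7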
KCNQ1 inh: inhibitors of human KCNQ1 potassium channel | CHO-K1 KCNQ1, FluxOR thallium flux fluorescence; hits give high values | B-score at 10 µM | 1.3% of 310,000 active;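 active = compounds whose thallium flux B-score, printed positive for inhibition, exceeds three library SD while starting fluorescence stays within three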;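 also: channel opened by potassium depolarization with thallium stimulus after 20 min compound exposure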
TRPC4 block: TRPC4 (mouse) channel inhibition | Q9QUQ5 | HEK293 TRPC4beta/mu-opioid, DAMGO-evoked Fluo4 calcium flux; hits give low values | B-score at 10 µM | 0.39% of 300,000 active;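 active = B-score over 3 SD under the library average, no early fluorescence shift, positive overall ratio signal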
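Assay system: Stable TRPC4beta/mu-opioid receptor HEK293 cells | Reagent: DAMGO in two steps, submaximal then maximal | Compound dosing: Single concentration per test compound | Signal: Fluo4 Ca2+ flux fluorescence | Evaluation: Per-well B score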
TRPC4 potent: allosterically enhances the mouse TRPC4 cation channel; Q9QUQ5; HEK293 TRPC4beta/mu-opioid, DAMGO EC20, Fluo-4 Ca2+ flux; hits give high values; B-score at 10 µM; 0.42% of 310,000 active; AID 2227;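 active = B-score of calcium response area above 5 SD of library B-scores, with initial fluorescence ratio within 5 SD of library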;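 also: B-score of integrated fluorescence ratio over time as area under calcium response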
TRPC4 agonist: opens the mouse TRPC4 cation channel; Q9QUQ5; HEK293 TRPC4beta/mu-opioid, Fluo4 calcium fluorescence; hits give high values; B-score at 10 µM; 0.49% of 310,000 active; AID 2237;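 active = B-score above 5 SD of library B-scores, and initial fluorescence ratio not above library mean plus 5 SD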;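 also: positive B-score marks a calcium rise read as TRPC4 activation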
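system = HEK293 cells stably co-expressing mouse TRPC4beta and mu-opioid receptor | schedule = Fluo4 dye loading 45 min at room temperature, 110 s recording | measure = B-scored integrated calcium fluorescence ratio | signal = Fluo4 calcium-sensitive dye fluorescence, kinetic, 1 Hz baseline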
KCNQ1 pot: potentiates or activates the human KCNQ1 potassium channel; P51787; CHO-K1 KCNQ1, thallium flux FluxOR fluorescence; hits give high values; B-score at 10 µM; 0.35% of 310,000 active; AID 2648;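 active = fluorescence ratio B-score, a plate-corrected score, at least three library SD, with initial intensity B-score within 5 SD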
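Assay system: CHO-K1 cells stably expressing KCNQ1. Medium: assay buffer for compound exposure, DMSO matched across wells. Timing: 37 °C overnight plating, 90-min dark dye load, 20-min compound pretreatment. Signal: kinetic FluxOR fluorescence, 10 s baseline plus 110 s post-stimulus.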
KCNK3 inh: human KCNK3 channel inhibition, primary screen. B-score at 10 µM. 0.84% of 340,000 active. CHO-KCNK3 thallium flux, FluxOR fluorescence; hits give low values. AID 602410;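 active = B-score under library mean minus 4 SD, starting fluorescence ratio at most library mean plus 5 SD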;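 also: more negative B-score means stronger inhibition of thallium flux through KCNK3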
Target sequence (O14649 whole entry, looked up): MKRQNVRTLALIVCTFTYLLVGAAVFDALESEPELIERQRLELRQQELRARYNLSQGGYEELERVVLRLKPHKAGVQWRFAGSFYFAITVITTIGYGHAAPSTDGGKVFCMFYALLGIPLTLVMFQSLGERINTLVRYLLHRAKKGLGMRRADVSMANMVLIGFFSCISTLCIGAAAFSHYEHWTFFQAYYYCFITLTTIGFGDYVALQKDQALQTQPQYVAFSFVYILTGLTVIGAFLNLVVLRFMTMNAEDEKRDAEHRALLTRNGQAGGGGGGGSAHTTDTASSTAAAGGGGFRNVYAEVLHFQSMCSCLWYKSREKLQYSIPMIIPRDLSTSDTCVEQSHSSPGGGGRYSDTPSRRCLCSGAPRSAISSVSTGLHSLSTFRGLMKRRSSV
Platelet DG rel: modulates dense granule release in human platelets; human platelet-rich plasma, SFLLRN dense granule ATP release, luminescence; inhibition, %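 (compounds screened at 7.5 µM in platelet-rich plasma)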; 0.22% of 300,000 active; AID 1663;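 active = mean replicate score, as percent of positive control, at or above 50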
* hit, by the source's call; i = inactive; · = not tested or not shown.

SMILES | KCNK9 block | PolyA inh | Dyrk1A ADPGlo | hERG rescue | KCNQ1 inh | TRPC4 block | TRPC4 potent | TRPC4 agonist | KCNQ1 pot | KCNK3 inh | Platelet DG rel
Cc1cccc(OCc2nc(-c3ccc(-n4cccc4)cc3)no2)c1 | i | i | 1 | -11 | i | i | i | i | i | i | -8
COc1ccc(NC(=S)Nc2ccccc2OC)c(OC)c1 | i | i | 8 | -13 | i | i | i | i | i | i | 1
O=[N+]([O-])c1cc2c(cc1/C=N/Nc1nc(N3CCCC3)nc(N3CCCC3)n1)OCO2 | i | i | -2 | -4 | i | i | i | i | i | i | 1
CCN(CC)S(=O)(=O)c1ccc(N2CCOCC2)c(NC(=O)c2cnccn2)c1 | i | i | 6 | -6 | i | i | i | i | i | i | 1
COc1ccc(CCn2c(NN=C(C)C)nc3c2c(=O)[nH]c(=O)n3C)cc1 | i | i | 8 | -4 | i | i | i | i | i | i | 27
CCN1C(=O)c2cccc3c(S(=O)(=O)Nc4ncccc4C)ccc1c23 | i | i | -1 | -4 | i | i | i | i | i | i | -5
Cc1c(C#N)c2ncn(CCCN(C)C)c(=O)c2n1-c1ccccc1 | i | i | -1 | -6 | i | i | i | i | i | i | 3
CC12CCC(C(=O)NNC(=O)c3ccc(Br)cc3)(OC1=O)C2(C)C (stereo unspecified) | i | i | · | -6 | i | i | i | i | i | i | -3
CCOC(=O)c1[nH]c(C)c(/C(O)=C2\C(=O)C(=O)N(CCN3CCOCC3)C2c2cccs2)c1C (stereo unspecified) | i | i | 0 | -17 | i | i | i | i | i | i | -2
CC1CCN(C(=O)CNC(=O)CNC(=O)Cc2ccccc2)CC1 | i | i | -7 | -8 | i | i | i | i | i | i | 12
Cc1nnc(SCc2cccs2)[nH]c1=O | i | i | -8 | -6 | i | i | i | i | i | i | 8
Cc1csc(=O)n1CC(=O)OCC(=O)c1c(N)n(C)c(=O)n(C)c1=O | i | i | 13 | -15 | i | i | i | i | i | i | -8
CCOC(=O)c1c(-c2ccc(F)cc2)csc1/N=C/N(C)C | i | i | · | -17 | i | i | i | i | i | i | 18
CCOC(=O)C1CCN(C(c2cccs2)c2sc3nc(C)nn3c2O)CC1 (stereo unspecified) | i | i | -3 | -11 | i | i | i | i | i | i | 1
C=CCc1cc(OC)ccc1OCCCCn1cncn1 | i | i | 2 | 2 | i | i | i | i | i | i | -3
O=c1c2ccccc2cnn1Cc1n[nH]c(=S)n1-c1cc(Cl)cc(Cl)c1 | i | i | 0 | -6 | i | i | i | i | i | i | 2
CCC1(c2ccc(F)cc2)NC(=O)N(CC(=O)Nc2ccc(N3CCCCC3)cc2)C1=O (stereo unspecified) | i | i | -6 | -3 | i | i | i | i | i | i | -16
Cc1ccc(N2CC(C(=O)N3CCc4ccccc4C3)CC2=O)cc1 (stereo unspecified) | i | i | -3 | 0 | i | i | i | i | i | i | 1
O=C1NC[C@@H](Cc2ccc(O)cc2)N(CCc2cccc(F)c2)C1=O | i | i | 8 | -6 | i | i | i | i | i | i | 8
O=C(/C=C/c1ccccc1)N1CCN(c2c(Cl)cccc2[N+](=O)[O-])CC1 | i | i | · | -3 | i | i | i | i | i | i | 4

Compounds listed so far containing a nitro group on carbon (two):
SMILES | KCNK9 block | PolyA inh | Dyrk1A ADPGlo | hERG rescue | KCNQ1 inh | TRPC4 block | TRPC4 potent | TRPC4 agonist | KCNQ1 pot | KCNK3 inh | Platelet DG rel
O=[N+]([O-])c1cc2c(cc1/C=N/Nc1nc(N3CCCC3)nc(N3CCCC3)n1)OCO2 | i | i | -2 | -4 | i | i | i | i | i | i | 1
O=C(/C=C/c1ccccc1)N1CCN(c2c(Cl)cccc2[N+](=O)[O-])CC1 | i | i | · | -3 | i | i | i | i | i | i | 4

Further structures
SMILES | KCNK9 block | PolyA inh | Dyrk1A ADPGlo | hERG rescue | KCNQ1 inh | TRPC4 block | TRPC4 potent | TRPC4 agonist | KCNQ1 pot | KCNK3 inh | Platelet DG rel
CCc1c(O)nc(SCC(=O)Nc2ccccc2)n(C(C)CC)c1=O (stereo unspecified) | i | i | 0 | -2 | i | i | i | i | i | i | 1
O=C(CN1C(=O)C2C3C=CC(C3)C2C1=O)Nc1ccc(F)cc1 (stereo unspecified) | i | i | 7 | -6 | i | i | i | i | i | i | 2
CCOc1ccc2oc(C(=O)NCC3CCCO3)c(C)c2c1 (stereo unspecified) | i | i | -2 | -8 | i | i | i | i | i | i | -6
Cc1ccc(NC(=O)c2cccc3cccnc23)cc1 | -7.6* | i | 22 | -8 | i | i | i | i | i | i | 7
NC(=S)N/N=C/c1ccc(OC(=O)c2cccnc2)cc1 | i | i | -1 | -6 | i | i | i | i | i | i | 7
CCCCN(C(=O)CCC(=O)Nc1cc(C)on1)C(C(=O)NC1CCCC1)c1ccccc1C (stereo unspecified) | i | i | -5 | -1 | i | i | i | i | i | i | 5
CCOC(=O)CNS(=O)(=O)c1ccc(S(=O)(=O)NC2CC2)cc1 | i | i | 5 | -9 | i | i | i | i | i | i | 10
O=C(N/N=C(\c1ccccc1)c1ccccn1)c1cccc([N+](=O)[O-])c1 | i | i | -13 | -1 | i | i | i | i | i | i | 0
CCN1C(=O)[C@@H]2[C@H](C1=O)[C@@H]1CC(C(=O)OC)=C[C@@H](C(=O)OC)C3C1=C(C(=O)C3(CC)CC)[C@@H]2C (stereo partly specified) | i | i | · | -7 | i | i | i | i | i | · | -2
CCC(=O)c1ccc(OCC(O)CN2CCN(c3ccccn3)CC2)cc1 (stereo unspecified) | i | i | 5 | -9 | i | i | i | i | i | i | 1

Of the compounds above, these have a thiophene ring, fused or not.
SMILES | KCNK9 block | PolyA inh | Dyrk1A ADPGlo | hERG rescue | KCNQ1 inh | TRPC4 block | TRPC4 potent | TRPC4 agonist | KCNQ1 pot | KCNK3 inh | Platelet DG rel
CCOC(=O)c1[nH]c(C)c(/C(O)=C2\C(=O)C(=O)N(CCN3CCOCC3)C2c2cccs2)c1C (stereo unspecified) | i | i | 0 | -17 | i | i | i | i | i | i | -2
Cc1nnc(SCc2cccs2)[nH]c1=O | i | i | -8 | -6 | i | i | i | i | i | i | 8
CCOC(=O)c1c(-c2ccc(F)cc2)csc1/N=C/N(C)C | i | i | · | -17 | i | i | i | i | i | i | 18
CCOC(=O)C1CCN(C(c2cccs2)c2sc3nc(C)nn3c2O)CC1 (stereo unspecified) | i | i | -3 | -11 | i | i | i | i | i | i | 1

Additional compounds follow.
SMILES | KCNK9 block | PolyA inh | Dyrk1A ADPGlo | hERG rescue | KCNQ1 inh | TRPC4 block | TRPC4 potent | TRPC4 agonist | KCNQ1 pot | KCNK3 inh | Platelet DG rel
COc1cc2c(cc1NC(=S)Nc1cccc3ccccc13)oc1ccccc12 | i | i | 12 | -5 | i | i | i | i | i | i | 1
CC1Cc2ccccc2N1S(=O)(=O)c1cccc(C(=O)c2nccn2C)c1 (stereo unspecified) | i | i | · | -10 | i | i | i | i | i | i | -5
O=S(=O)(c1ccccc1)N1CCC2(CC1)OCCN2S(=O)(=O)c1cccs1 | i | i | 6 | -5 | i | i | i | i | i | i | -4
Clc1cccc2sc(-c3nnc(-c4ccccc4)o3)c(Cl)c12 | i | i | 4 | -2 | i | i | i | i | i | i | -1
COC(=O)c1ccc(CN2CCC(Oc3cccc(C(=O)N4CCCC4)c3)CC2)cc1 | i | i | 15 | 0 | i | i | i | i | i | i | 3
O=S(=O)(Nc1cc2nc3ccccc3nc2n1Cc1ccccc1)c1ccc(Cl)cc1 | i | i | -6 | -28 | i | i | i | i | i | i | -14
COc1ccc(CCNC(=S)Nc2ccccc2)cc1 | i | i | -1 | -9 | i | i | i | i | i | i | 2
CC(=O)NC(Cc1ccccc1)C(=O)OCC(=O)c1ccccc1 (stereo unspecified) | i | i | -2 | -7 | i | i | i | i | i | i | -4
Cc1nn(-c2ccccc2)c2sc(C(=O)NC3CC3)cc12 | i | i | -1 | -10 | i | i | i | i | i | i | -3
CC1CCCN(S(=O)(=O)c2ccc(NC(=O)Cc3ccc(S(=O)(=O)N4CCOCC4)s3)cc2)C1 (stereo unspecified) | i | i | 18 | -11 | i | i | i | i | i | i | -5
Cc1cc(N2CCC(C(=O)Nc3ccc(F)cc3)CC2)nc(-c2ccccc2)n1 | i | i | · | -11 | i | i | i | i | i | i | ·
COCCCNC(=O)c1ccccc1SC | i | i | -7 | -2 | i | i | i | i | i | i | 12
COCCC(=O)N1CCC(Oc2ccc(C(=O)N(C)Cc3cc(C)no3)cc2)CC1 | i | i | 1 | -11 | i | i | i | i | i | i | -1
Cc1ccc(NC(=O)c2cc(S(=O)(=O)N3CCC4(CC3)OCCO4)ccc2F)cc1 | i | i | -8 | -9 | i | i | i | i | i | i | -4
Cn1c(=O)cc(OCCCC(=O)Nc2cccnc2)c2ccccc21 | i | i | -6 | -11 | i | i | i | i | i | i | 4
O=C(O)CNC(=O)c1ccc(Oc2c(F)c(F)c(Oc3ccc(C(=O)NCC(=O)O)cc3)c(F)c2F)cc1 | i | i | 2 | 0 | i | i | i | i | i | i | -4
CS(=O)(=O)N(CC(=O)N1CCC(C(N)=O)CC1)c1ccc(Cl)c(C(F)(F)F)c1 | i | i | -5 | -3 | i | i | i | i | i | i | -9
CCCN1C(=O)c2cccc3c(N4CCCCC4)ccc(c23)C1=O | i | i | -4 | -17 | i | i | i | i | i | i | -17
COc1cc(CNn2c(C)n[nH]c2=S)cc(Cl)c1OCc1ccc(F)cc1 | i | i | · | -7 | i | i | i | i | i | i | 0
O=C(O)CSc1nnc(Cc2ccccc2)n1Cc1ccccc1 | i | i | 2 | -10 | i | i | i | i | i | i | 8
O=C(NCCCN1CCCC1=O)c1cccnc1 | i | i | 1 | -7 | i | i | i | i | i | i | 16
Cc1[nH]c(=O)c(C(=O)/C=C/c2ccccc2)c2c1CCCC2 | i | i | 8 | -11 | i | i | i | i | i | i | -5
CCc1cccc(CC)c1N(COC)C(=O)Cn1c(C(C)O)nc2ccccc21 (stereo unspecified) | i | i | -1 | 2 | i | i | i | i | i | i | 4
Cn1c(SCC(=O)NCc2ccco2)nnc1-c1ccccc1 | i | i | -3 | -7 | i | i | i | i | i | i | 4
CCOC(CC(=O)NNC(=O)c1c(-c2ccccc2Cl)noc1C)OCC | i | i | -3 | -6 | i | i | i | i | i | i | -1
COc1ccc(C(=O)Nc2ccc(Cl)c(Cl)c2)c(OC)n1 | i | i | -1 | -4 | i | i | i | i | i | i | -4
O=C(c1ccccn1)N1N=C2/C(=C/c3ccc(F)cc3)CCCC2C1c1ccc(F)cc1 (stereo unspecified) | i | i | -1 | -11 | i | i | i | i | i | i | 2

An excerpt; rates above refer to the full screens.
